Screening results from PubChem BioAssay.
MrgX1 ag: human MrgX1 receptor agonism, primary screen. B-score at 10 µM. hit rate 0.44% among 310,000. MrgX1-HEK293 cells, Fluo-4 calcium fluorescence, agonist mode; active compounds read high;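 active means calcium response B-score plate-corrected fluorescence ratio at least 3 library SD, with starting fluorescence B-score inside 5 SD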
Target sequence (Q96LB2 whole entry, looked up): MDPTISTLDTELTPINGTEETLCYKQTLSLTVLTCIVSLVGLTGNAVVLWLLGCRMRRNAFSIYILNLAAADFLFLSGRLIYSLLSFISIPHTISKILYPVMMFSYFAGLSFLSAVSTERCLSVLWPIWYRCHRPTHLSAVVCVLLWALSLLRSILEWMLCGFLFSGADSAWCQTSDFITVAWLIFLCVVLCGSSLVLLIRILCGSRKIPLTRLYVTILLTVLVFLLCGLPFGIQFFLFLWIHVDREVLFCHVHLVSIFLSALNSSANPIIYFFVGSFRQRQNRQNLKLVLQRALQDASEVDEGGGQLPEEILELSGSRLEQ
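Test system: HEK293 cells stably expressing human MrgX1 receptor; amount: 15,000 cells per well; doses: compound delivered in addition one of three; times: overnight plating before 1 h dye loading; detection: Fluo-4 NW calcium-flux fluorescence, kinetic read; read-out basis: B-scored fluorescence response ratio; controls: positive and negative controls per plate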
TRPC6 act: activators of mouse TRPC6 channel | AID 2550 | HEK293-TRPC6 membrane potential dye fluorescence; active compounds read high | B-score at 10 µM | hit rate 0.13% among 310,000 | Q61143;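 active means B-score of the integrated fluorescence ratio above library mean plus 3 SD, and starting fluorescence ratio within library mean plus 5 SD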;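 further: higher score means more depolarization so channel activation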
HDAC3 inh: inhibitors of human histone deacetylase 3; O15379; recombinant HDAC3, fluorogenic peptide/trypsin coupled, fluorescence; inhibition, % at 8.3 µM; hit rate 0.15% among 320,000; AID 2718; in the data active means inhibition above about 26%, passing the limit was not always enough; inconclusive means no clear call, values can overlap the other calls
Target sequence (O15379 whole entry, looked up): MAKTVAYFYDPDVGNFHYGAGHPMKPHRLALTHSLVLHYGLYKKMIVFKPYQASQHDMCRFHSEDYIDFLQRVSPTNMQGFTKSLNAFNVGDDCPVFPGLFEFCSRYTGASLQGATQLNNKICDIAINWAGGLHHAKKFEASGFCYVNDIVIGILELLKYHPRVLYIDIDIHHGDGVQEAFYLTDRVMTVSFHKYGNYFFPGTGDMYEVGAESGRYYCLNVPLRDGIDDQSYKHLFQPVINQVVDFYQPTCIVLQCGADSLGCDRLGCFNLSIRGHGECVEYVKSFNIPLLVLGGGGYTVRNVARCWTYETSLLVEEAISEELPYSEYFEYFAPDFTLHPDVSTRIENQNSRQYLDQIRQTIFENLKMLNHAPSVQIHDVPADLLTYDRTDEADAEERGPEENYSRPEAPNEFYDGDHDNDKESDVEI
MrgX1 antag: antagonists of human MrgX1 receptor; AID 588676; Q96LB2; hit rate 1.3% among 310,000; MRGX1-HEK293 calcium flux, Fluo-4, BAM8-22 antagonism; active compounds read low; B-score at 10 µM;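 active means calcium-response B-score plate-corrected more than 3 library SD below zero, starting fluorescence within 5 deviations, no agonist response on first addition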;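 further: peak minus trough fluorescence over baseline after final BAM8-22 challenge near maximal dose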
TRPC6 inhibitor: inhibitors of mouse TRPC6 channel | Q61143 | HEK293-TRPC6, membrane potential dye, ACh-evoked depolarization; active compounds read low | B-score at 10 µM | hit rate 1.1% among 310,000;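 active means B-score under library mean minus 3 SD, initial fluorescence not abnormally high, positive integrated signal ratio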;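 further: B-score derived from integrated fluorescence ratio over the kinetic read; more negative B-score means stronger inhibition of depolarization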
SKKanGAS inh: inhibitors of SKKanGAS S. pyogenes growth in kanamycin (SK-promoter or general growth effect); BacTiter-Glo, 6 h; inhibition, % at 7.5 µM; hit rate 1.3% among 300,000;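 active means mean replicate score, as percent of positive control median, at least 50; inconclusive means mean below 50 but one replicate at or above 50; inactive means mean and every replicate below 50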;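 further: strain carries kanamycin resistance gene driven by streptokinase promoter and grows in 40 µg/ml kanamycin; loss of luminescence reflects streptokinase promoter inhibition or plain growth inhibition; 0% = median of DMSO wells and 100% = positive control at its reference dose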
RGS4 block: inhibitors of human RGS4 | P49798 | HEK293 M3R/RGS4 inducible, Fluo-4 calcium flux; active compounds read high; triggered by carbachol at its EC20 | B-score at 10 µM | hit rate 0.45% among 310,000 | AID 463165;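 active means B-score, a plate-corrected calcium signal, over three deviations above library mean, with baseline fluorescence within five deviations of library mean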;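 further: RGS4 expression induced by doxycycline in cells with stable M3 receptor; B-score is computed from the integrated fluorescence ratio over baseline after carbachol; higher B-score means a larger calcium signal and so more RGS4 inhibition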
Target sequence (P49798 whole entry, looked up): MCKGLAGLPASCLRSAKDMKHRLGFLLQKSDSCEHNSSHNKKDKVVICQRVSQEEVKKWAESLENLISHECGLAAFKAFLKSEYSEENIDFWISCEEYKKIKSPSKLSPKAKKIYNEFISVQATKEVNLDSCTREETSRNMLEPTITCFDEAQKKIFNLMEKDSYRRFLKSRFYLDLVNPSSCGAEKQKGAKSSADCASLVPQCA
MrgX1 PAM: human MrgX1 positive allosteric modulation, primary screen | Q96LB2 | MrgX1-HEK293, Fluo-4 calcium flux, FDSS; active compounds read high | B-score at 10 µM | hit rate 0.63% among 310,000;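 active means plate-corrected calcium response at least 3 library SD above typical, normal starting fluorescence, not activating the receptor alone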;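 further: compound read alongside a low EC10 to EC30 dose of BAM8-22 agonist; peak minus trough fluorescence over baseline measured at the second addition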
ANO1 block: mouse TMEM16A channel inhibition, primary screen; hit rate 1.2% among 310,000; Q8BHY3; normalized B-score (activity score, 25-100; higher = stronger inhibition) at 10 µM; HEK293 TMEM16A/YFP iodide influx fluorescence, ionomycin;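 active means ratio plate-corrected score three or more library SD toward inhibition, starting fluorescence score within five deviations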;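 further: score derived from kinetic fluorescence span divided by baseline fluorescence per well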
ANO1 activ: activators or potentiators of mouse TMEM16A chloride channel; Q8BHY3; HEK293 TMEM16A/YFP-H148Q/I152L, iodide quench fluorescence; active compounds read low; B-score at 10 µM; hit rate 0.3% among 340,000;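 active means fluorescence-ratio B-score plate-corrected deviation score at least 3 library SD below zero, with starting fluorescence score within 5 deviations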;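 further: channel opened by trigger with iodide after compound preincubation; score built on the fluorescence ratio of max minus min over baseline; more negative score means more quench and so TMEM16A activation or potentiation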
RGS4 pot: potentiators or activators of RGS4 | HEK293 M3R/inducible RGS4, carbachol calcium flux Fluo4; active compounds read low | B-score at 10 µM | hit rate 0.92% among 310,000 | AID 463111;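 active means B-score of the integrated calcium signal more than 4 SD below the library mean, with starting fluorescence not abnormally high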;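 further: negative B-score means reduced calcium response which marks RGS4 activation or potentiation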
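Reagent: ECmax carbachol challenge; Test system: M3R-expressing HEK293 line, RGS4 induced by doxycycline; Schedule: overnight RGS4 induction, 30 min dye load 37 °C, 20 min compound RT; Detection: calcium dye Fluo4 fluorescence; Read-out: Agonist-evoked peak-minus-minimum fluorescence over baseline, integrated ratio, B score.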
An asterisk follows results filed as active; i = inactive; ? = inconclusive; · = not tested or not shown.

SMILES	MrgX1 ag	TRPC6 act	HDAC3 inh	MrgX1 antag	TRPC6 inhibitor	SKKanGAS inh	RGS4 block	MrgX1 PAM	ANO1 block	ANO1 activ	RGS4 pot
O=C(COC(=O)C1CCN(S(=O)(=O)c2ccccc2C(F)(F)F)CC1)NCc1ccc(F)cc1	i	i	4	i	i	-12	i	i	i	i	i
Cc1ccc(S(=O)(=O)N2CCC(C(=O)NCCCN3CCCC3=O)CC2)cc1C	i	i	4	i	i	-3	i	i	i	i	i
CCOC(=O)CSc1ncccn1	i	i	-8	i	i	-2	i	i	i	i	i
Cc1ccc(S(=O)(=O)NC(=O)COc2ccccc2C(N)=O)cc1	i	i	1	i	i	1	i	i	i	i	i
O=C(Nc1ccc(F)cc1)C1CCCO1 (stereo not drawn)	i	i	-14	i	i	-2	i	i	i	i	i
CC1CCN(c2ccc([N+](=O)[O-])c(SCCO)c2)CC1	i	i	7	i	i	-1	i	i	i	i	i
COc1ccc(CCN(C)C2CCCN(C(=O)Cn3cnnn3)C2)cc1OC (stereo not drawn)	i	i	-2	i	i	1	i	i	i	i	i
O=C(N/N=C(\c1ccccc1)c1cccnc1)c1ccc(O)cc1	i	i	16	i	i	-4	i	i	i	i	i
CCOc1c(CNCCCSc2nc(C)cc(C)n2)cccc1OC	i	i	-4	i	i	2	i	i	i	i	i
Cc1c(C(=O)Nc2ccc(S(=O)(=O)Nc3ncccn3)cc2)oc2ccc(F)cc12	i	i	-4	i	i	9	i	i	i	i	i
CC(=O)Nc1ccc(S(=O)(=O)Nc2nc3n(n2)C(c2ccccc2)CC(=O)N3)cc1 (stereo not drawn)	i	i	-7	i	i	-2	i	i	i	i	i
CCn1c(N2CCN(C(=S)Nc3ccc(OC)cc3)CC2)nc2ccccc21	i	i	2	i	i	-4	i	i	i	i	i
CC(C)Oc1ccc(/C(O)=C2/C(=O)C(=O)N(CCN3CCOCC3)C2c2ccccc2)cc1 (stereo not drawn)	i	i	2	i	i	3	i	i	i	i	i
COCC(C)N1CCC(n2nccc2NC(=O)c2ccccc2Cl)CC1 (stereo not drawn)	i	i	-1	i	i	-6	i	i	i	i	i
O=C1NN(c2cccc(Br)c2)C(=O)/C1=C/c1ccc(-c2cc([N+](=O)[O-])ccc2O)o1	i	i	-7	i	i	3	i	i	i	i	i
Cc1cc2cc(CCNC(=O)c3cccc([N+](=O)[O-])c3)c(=O)[nH]c2cc1C	i	i	6	i	i	3	i	i	i	i	i
COc1ccccc1/C=C/C=N/n1c(-c2ccc(Cl)cc2)n[nH]c1=S	i	i	6	i	i	2	i	i	i	i	i
CC(=O)Nc1cccc(-n2nnc(SCC(=O)Nc3ccccc3)n2)c1	i	i	0	i	i	-4	i	i	i	i	i
O=C(N=C1SC2CS(=O)(=O)CC2N1c1ccc(Cl)cc1Cl)C1CCCO1 (stereo not drawn)	i	i	1	i	i	-2	i	i	i	i	i
Cc1ccc(-c2ccc([C@H]3[C@H]4C=CC[C@@H](C)[C@@H]4C(=O)N3Cc3ccccc3)c(F)c2)cc1	i	i	-5	i	i	40	i	i	i	i	i
O=c1c2sccc2n(Cc2cccc(F)c2)c(=O)n1-c1ccc(F)cc1	i	i	4	i	i	-5	i	i	i	i	i
Fc1ccc2[nH]c3c(N4CCN(C5CCCCC5)CC4)ncnc3c2c1	i	i	-12	i	i	1	i	i	i	·	-7.6*
CC(=O)NC(Cc1ccccc1)C(=O)OCC(=O)c1ccccc1 (stereo not drawn)	i	i	-1	i	i	-13	i	i	i	i	i
CCOc1ccc(CC(=O)NCc2ccc3c(c2)cc(C)n3C)cc1	i	i	3	i	i	2	i	i	i	i	i
O=C(CNC(=O)c1sc2ccccc2c1Cl)NC1CC1	i	i	-11	i	i	2	i	i	i	i	i
COc1ccc(/C=N/NC(=O)c2ccc(N(C)S(=O)(=O)c3ccccc3)cc2)cc1	i	i	?	i	i	-3	i	i	i	i	i
Cn1c(=O)n(CC(=O)Nc2cccnc2)c2ccccc21	i	i	-6	i	i	-5	i	i	i	i	i
COc1ccccc1NC(=O)COC(=O)C1C2CC3OC(=O)C1C3C2 (stereo not drawn)	i	i	-9	i	i	2	i	i	i	i	i
CCN1CCN(C(=O)Nc2ccc(Cc3ccc(NC(=O)N4CCN(CC)CC4)cc3)cc2)CC1	i	i	-2	i	i	5	i	i	i	i	i
COCCN1C(=O)CC(NNC(=O)c2ccc(S(=O)(=O)N3CCCC3)cc2)C1=O (stereo not drawn)	i	i	-8	i	i	-3	i	i	i	i	i
COc1ccc(C(=O)N/C(=C\c2cn(C)c3ccccc23)C(=O)N2CCOCC2)cc1	i	i	3	i	i	-2	i	i	i	i	i
Cc1ccccc1-c1ccc(/C=C2/SC(N3CCOCC3)=NC2=O)o1	i	i	-3	i	i	29	i	i	i	i	i
C=C1CCN([C@@H](Cc2ccccc2)C(=O)Nc2ccc(OC)cc2)S(=O)(=O)c2ccccc21	i	i	0	i	i	4	i	i	i	i	i
CC(C)CCC(O)(CCC(C)C)C(=O)NNc1ccccc1	i	i	-4	i	i	4	i	i	i	i	i
O=C(Nc1nc2ccc([N+](=O)[O-])cc2s1)c1ccco1	i	i	1	i	i	-2	i	i	i	·	i
O=S(=O)(Nc1ccc(S(=O)(=O)N2CCCC2)cc1)c1ccc(F)cc1	i	i	10	i	i	2	i	i	i	i	i
Cc1ccc(CC(CC(=O)NCCc2ccc3c(c2)OCO3)C(=O)O)cc1 (stereo not drawn)	i	i	-8	i	i	-1	i	i	i	i	i
CC(C)OCCCN(CC(O)c1ccccc1)CC(O)c1ccccc1 (stereo not drawn)	i	i	-2	i	i	4	i	i	i	i	i
CCCOc1ccc(/C(O)=C2/C(=O)C(=O)N(CCOC)C2c2cccnc2)cc1 (stereo not drawn)	i	i	-2	i	i	6	i	i	i	·	i
CCCCOC(=O)CCc1n[nH]c(=O)[nH]c1=O	i	i	0	i	i	-8	i	i	i	i	i
Cc1ccc(C(=O)N2CCN(S(=O)(=O)c3cc(Br)ccc3Br)CC2)o1	i	i	2	i	i	6	i	i	i	i	i
O=S1(=O)CCN(OCc2ccc(F)cc2Cl)CC1	i	i	5	i	i	-9	i	i	i	i	i
COc1ccccc1C(=O)Nc1ccc(Br)c2cccnc12	i	i	-3	i	i	-10	i	i	i	i	i
O=C(c1ccc(Cl)s1)N1CCCC(N2CCN(c3ccc(F)cc3)CC2)C1 (stereo not drawn)	i	i	-3	i	i	-5	i	i	i	i	i
CCCCOc1ccc(C(=O)Nc2ccncc2)cc1	i	i	2	i	i	-6	i	i	i	i	i
CCn1c(SCC(=O)Nc2cccc(C)n2)nnc1-c1ccco1	i	i	-5	i	i	-2	i	i	i	·	i
C=CCn1c2ccccc2c2n[nH]c(=S)nc21	i	i	-2	i	i	2	i	i	i	i	i
NNS(=O)(=O)c1ccc(Cc2ncc(C(F)(F)F)cc2Cl)s1	i	i	2	i	i	6	i	i	i	i	i
Cn1c(=O)c2ccccc2n(CC(=O)NC2CCCCC2)c1=O	i	i	-13	i	i	2	i	i	i	i	i
COc1cccc(/C=C2\SC(=S)N(C(C(=O)O)c3ccccc3)C2=O)c1OC (stereo not drawn)	i	i	6	i	i	8	i	i	i	i	i
O=C(Oc1c(-c2ccccc2)c(=O)n2c3c(cccc13)CC2)c1ccc(Cl)cc1	i	i	-9	i	i	17	i	i	i	i	i
S=c1[nH]ncn1/N=C/c1cccc(Oc2ccccc2)c1	i	i	4	i	i	6	i	i	i	i	i
Cc1ccc(CN2CCN(/N=C/c3ccc(C(F)(F)F)cc3)CC2)c(C)c1	i	i	-3	i	i	7	i	i	i	i	i
CCOC(=O)C1=C(c2ccccc2)N=C2SCC(=O)N2C1c1cccc(OC)c1 (stereo not drawn)	i	i	3	i	i	5	i	i	i	i	i
COc1ccc(-c2csc(N(CCCN(C)C)C(=O)c3ccc(Br)cc3)n2)cc1	i	i	9	i	i	-5	i	i	i	i	i
Cc1cc(C)c2c(C)c(C(=O)NCc3ccncc3)oc2c1	i	i	2	i	i	0	i	i	i	i	i
CCOC(=O)C1=C(COC(=O)CNC(=O)c2ccccc2F)NC(=O)NC1C (stereo not drawn)	i	i	-3	i	i	-2	i	i	i	i	i
CCC(C(=O)OCC(=O)Nc1cccc(S(=O)(=O)NC2=NCCCCC2)c1)c1ccccc1 (stereo not drawn)	i	i	-1	i	i	12	i	i	i	·	i
O=C(/C=C/Sc1ncn[nH]1)c1ccc(Cl)cc1	i	i	1	i	i	-10	12*	i	i	i	i
CC(C)COP(=O)(c1ccc(N(C)C)cc1)C(O)c1ccc(Br)cc1 (stereo not drawn)	i	i	2	i	i	-4	i	i	i	i	i
Later entries:
SMILES	MrgX1 ag	TRPC6 act	HDAC3 inh	MrgX1 antag	TRPC6 inhibitor	SKKanGAS inh	RGS4 block	MrgX1 PAM	ANO1 block	ANO1 activ	RGS4 pot
CCOc1cc(C2/C(=C(/O)c3ccc(OC)cc3)C(=O)C(=O)N2CC2CCCO2)ccc1O (stereo not drawn)	i	i	6	i	i	1	i	i	i	·	i
COC(=O)CSc1nnc(-c2ccc(S(=O)(=O)N3CCC(C)CC3)cc2)o1	i	i	1	i	i	-1	i	i	i	i	i
CCc1nn(CC(=O)N2CCCCCC2)c(=O)c2cc3ccccc3n12	i	i	-4	i	i	-1	i	i	i	i	i
COc1cc(C(=O)NCCC(=O)NCc2c(F)cc(F)cc2F)cc(OC)c1OC	i	i	1	i	i	-3	i	i	i	i	i
COc1ccc(/C=C/c2nnc(NC(=O)CSc3ccc(C)cc3)s2)cc1	i	i	·	i	i	5	i	i	i	i	i
COc1ccc2c(c1)nc(SCC(=O)C(C)(C)C)n2C	i	i	-1	i	i	9	i	i	i	i	i
O=C(NNC(=O)c1cc(-c2ccc(Cl)cc2Cl)nc2ccccc12)Nc1ccccc1	i	i	-2	i	i	74*	i	i	i	i	i
COc1ccc2cc(C(N)=O)/c(=N\NC(=O)c3ccccc3)oc2c1	i	i	8	i	i	-5	i	i	i	i	i
Cn1cc(CN2CCC(C(=O)Nc3cccc(-c4cccc(F)c4)c3)CC2)cn1	i	i	2	i	i	0	i	i	i	i	i
